GALK inh – qHTS Assay for Inhibitors of Human Galactokinase (GALK): NCGC Sytravon Library Screen; P51570; recombinant GALK, Kinase-Glo ATP luminescence, 1 h; Potency, µM (top dose mostly 57.5 µM), for inactives: at the top dose activity, negative = inhibition, usual class: inhibitors; 44,000 tested, under 10 active; AID 1347072, 2019;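 note: plate controls were full GALK reaction for no effect and reaction lacking GALK for full effect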
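Compounds were pinned into ATP buffer, then GALK-galactose mix was added (final 5 nM enzyme, 35 uM ATP, 100 uM galactose, pH 8.0). After 1 h at room temperature, Kinase-Glo Plus was added and luminescence read.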
FH mod – Identification of activators of human fumarate hydratase by quantitative high-throughput screening | actives 0.22% (n = 54,000) | Fumarate hydratase, mitochondrial (Homo sapiens), P07954 | Potency, µM (top dose mostly 79.9 µM), for inactives: top-dose activity change, negative = inhibition, actives largely listed as inhibitors | FH coupled MDH/diaphorase resazurin fluorescence, 15 min | AID 1347055, 2019; note: potency is the fitted concentration of half-maximal effect; % is set by controls: 0 for no effect and ±100 for the full control effect; the screen sought activators but most active calls are inhibition curves; nearly all actives have a fitted effect of over 45% in size
Target sequence (P07954 whole entry, looked up): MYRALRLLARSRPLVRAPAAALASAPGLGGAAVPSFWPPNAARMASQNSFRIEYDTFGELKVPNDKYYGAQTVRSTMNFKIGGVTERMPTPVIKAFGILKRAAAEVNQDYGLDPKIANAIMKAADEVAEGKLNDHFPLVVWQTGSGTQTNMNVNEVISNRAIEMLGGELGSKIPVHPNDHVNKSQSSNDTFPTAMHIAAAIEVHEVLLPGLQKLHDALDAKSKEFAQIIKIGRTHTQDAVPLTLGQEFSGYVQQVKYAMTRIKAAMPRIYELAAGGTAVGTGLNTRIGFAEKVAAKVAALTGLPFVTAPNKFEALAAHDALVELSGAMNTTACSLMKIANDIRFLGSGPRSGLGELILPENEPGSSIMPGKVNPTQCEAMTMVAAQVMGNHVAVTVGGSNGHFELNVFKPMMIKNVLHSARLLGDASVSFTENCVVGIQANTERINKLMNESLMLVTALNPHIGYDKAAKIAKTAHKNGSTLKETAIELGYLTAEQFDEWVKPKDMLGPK
PTAP-TSG101 blk – qHTS Validation Assay for Inhibitors of HIV-1 Budding by Blocking the Interaction of PTAP/TSG101: Sytravon Library Screen. Tumor susceptibility gene 101 protein (Homo sapiens), Q99816. Fluorescence polarization, FITC-PTAP peptide/Tsg101, 20 min. Potency, µM (doses to about 115 µM), for the others: at the top dose activity change, negative = inhibition, actives largely listed as inhibitors. 44,000 tested, under 10 active; note: potency is the fitted concentration of half-maximal effect; 0% is about no effect
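The Tsg101 binding domain, at 10 uM final, is mixed with compound and a FITC peptide bearing the PTAP motif (50 nM final). After 20 min at r.t., polarization is measured; actives defined by CRC class, efficacy cut-off 60% inhibition.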
p53null 32C kill – qHTS Screen for Compounds that Selectively Target Cancer Cells with p53 Mutations: Cytotoxicity of p53 Null Cells at the Permissive Temperature. H1299-neo p53 null cells, ATP luminescence, 24 h, 32C. Potency, µM (doses to about 46.1 µM), inactives show top-dose activity change, negative = cytotoxicity, actives largely listed as cytotoxic. actives 0.62% (n = 55,000);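 note: potency is the fitted concentration of half-maximal effect; 0% = DMSO only and -100% = full killing by 100 µM tamoxifen; nearly all actives have a fitted effect of over 55% in size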
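We seeded p53-null H1299-neo cells, incubated them overnight at 37C, and added compounds across a range up to 46 uM. After 24 hours at 32C, ATP reagent was applied for 20 min at room temperature and luminescence recorded.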
NTMT1 inhibitor – Primary qHTS for Inhibitors of N-terminal methyltransferase 1 (NTMT1): MTaseGlo Assay; N-terminal Xaa-Pro-Lys N-methyltransferase 1 (Homo sapiens), Q9BV86; NTMT1 MTase-Glo SAH luminescence, purified enzyme; Potency, µM (series often up to 114 µM), inactives show at the highest dose activity change, negative = inhibition, hits mostly inhibitors; actives 2.5% (n = 59,000);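 note: potency is the fitted concentration of half-maximal effect; plate controls were DMSO vehicle for no effect and no enzyme for full effect; nearly all actives have a fitted effect of over 65% in size; many of its hits are not listed in these tables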
Target sequence (Q9BV86 whole entry, looked up): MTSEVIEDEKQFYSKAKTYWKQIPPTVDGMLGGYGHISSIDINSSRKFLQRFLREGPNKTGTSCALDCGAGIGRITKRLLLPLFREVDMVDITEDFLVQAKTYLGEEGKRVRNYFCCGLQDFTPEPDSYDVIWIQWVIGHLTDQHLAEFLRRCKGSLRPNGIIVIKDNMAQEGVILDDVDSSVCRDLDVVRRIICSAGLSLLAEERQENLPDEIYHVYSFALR
p53null 39C kill – qHTS Screen for Compounds that Selectively Target Cancer Cells with p53 Mutations: Cytotoxicity of p53 Null Cells at the Nonpermissive Temperature; actives 0.97% (n = 55,000); H1299 p53-null (neo) cells, 39C, ATPlite viability, 24 h; Potency, µM (doses to about 46.1 µM), for the others: top-dose activity, negative = cell killing, most hits filed as cytotoxic; AID 904, 2007;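 note: potency is the fitted concentration of half-maximal effect; 0% = DMSO only and -100% = full killing by 100 µM tamoxifen; nearly all actives have a fitted effect of over 50% in size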
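Temperature-shift cytotoxicity format: compound titrations on p53-null or A138V-expressing H1299 cells held 24 hr at 39C, cell ATP then measured, AC50 from Hill model.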
B2AR arrestin ag – qHTS assay of beta-arrestin-biased ligands of beta2-adrenergic receptor: NCGC Sytravon Library Screen; Beta-2 adrenergic receptor (Homo sapiens), P07550; HTLA Tango cells, beta-arrestin recruitment, luciferase luminescence, 18 h; Potency, µM (highest dose often 46.1 µM), for inactives: at the highest dose activation, most hits filed as activators; 44,000 tested, under 10 active; AID 1347077, 2019;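 note: potency is the fitted concentration of half-maximal effect; 0% = DMSO and full agonism = EC100 isoproterenol or metaproterenol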
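Tango cell line, 1% FBS DMEM; cpd titration up to 46 microM; 18 hr, 37 degrees C, 5% CO2. Luciferin/ATP substrate mix added, 15 min RT, luminescence. %Activity, CRC fitting, curve-class categorization.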
An asterisk follows results filed as active; ? = inconclusive; [ ] = another dose, or the depositor's remark. Calls come from the whole dose curve; as a rule, active = well fitted curve in the direction sought with a large enough effect; inconclusive = small, poorly fitted or top-dose-only effect, or another doubt; inactive = no such curve, though single readings can be large; an effect the other way counts as inactive or inconclusive. A portion of the library; the hit share may differ from the screen's.

SMILES | GALK inh | FH mod | PTAP-TSG101 blk | p53null 32C kill | NTMT1 inhibitor | p53null 39C kill | B2AR arrestin ag
C=Cc1ccc(Cn2c(C)c(CNCCc3ccccc3C)c(C(=O)O)c2C)cc1 | -13% | -1% | 1% | 2% | 6% | -12% | -3%
COc1ccc(C2=C(C)C(=O)N(Cc3ccc(C(=O)NCc4ccc(C)cc4)cc3)S2(=O)=O)cc1 | 0% | -11% | -4% | -6% | -18% | -7% | 1%
CCOc1ccccc1NC(=O)c1cc(=O)c2ccc(C)cc2o1 | 8% | -20% | -2% | -6% | -6% | 2% | -2%
COc1cccc(NC(=O)Cn2c(=O)n(Cc3ccc(C(=O)NCc4ccc(C)cc4)cc3)c(=O)c3ccccc32)c1 | -1% | -14% | 0% | -6% | -2% | -1% | 0%
Cc1cc(N2CCN(c3ccccc3)CC2)n2cnnc2n1 | 4% | -1% | 3% | -8% | -5% | -10% | -2%
COc1ccc(-c2cc(OC(=O)c3cccc(Cl)c3)c3c(C)oc(C)c3c(=O)c2)cc1OC | 2% | -29% | -4% | 8% | ? | -8% | 4%
CCc1ccc(C2c3c(n[nH]c3C)C(=O)N2c2ccc(C)cc2)cc1 (configuration not stated) | 0% | -5% | -4% | 12% | 7% | 0% | 1%
COc1cccc(-c2nn(C)c3sc(C(=O)NCc4ccc(C)cc4)cc23)c1 | 0% | ? | -5% | -1% | 0% | ? | -2%
COc1ccc(NC(=O)CSc2oc(-c3ccco3)nc2S(=O)(=O)c2ccc(Br)cc2)c(OC)c1 | -2% | ? | 14% | 16% | -16% | 5% | 0%
CCn1c(=N)c(C(=O)NC2CCCC2)cc2c(=O)n3ccccc3nc21 | 0% | 2% | -5% | -2% | 0% | 10% | -2%
Cc1ccc(C(C)C)c(OCCSc2nc(-c3ccccc3F)nc3cc(=O)[nH]n23)c1 | 0% | ? | 1% | -8% | 4% | -3% | 0%
CN(C)c1ccc(CNC(=O)C2CCN(c3nnc(-n4cccc4)s3)CC2)cc1 | -3% | -1% | -2% | -2% | -8% | -12% | 1%
O=C(c1ccccc1Br)N(Cc1ccccc1F)C1CCS(=O)(=O)C1 (configuration not stated) | 5% | -8% | -9% | -2% | 2% | 5% | 0%
O=C(CCS(=O)(=O)c1ccc2c(c1)NC(=O)CO2)Nc1cccc(C(F)(F)F)c1 | 5% | 1% | 3% | -3% | 3% | -12% | -1%
CC(C)CSc1oc(-c2ccco2)nc1S(=O)(=O)c1ccc(Br)cc1 | 4% | -25% | 14% | 14% | -10% | 35%[activator] | -1%
COc1cccc(-n2c(=O)c3sccc3n(Cc3cc(=O)n4cc(Cl)ccc4n3)c2=O)c1 | 0% | -1% | -1% | -1% | 5% | -5% | -2%
Cc1cccc(NS(=O)(=O)c2ccc3c(c2)C(C)(C)C(=O)N3C)c1 | -1% | -12% | 1% | 0% | -12% | 31%[activator] | -1%
COc1cccc(Cn2nc(SC)c(S(=O)(=O)c3ccccc3)c2N(C(C)=O)C(C)=O)c1 | -4% | ? | 0% | 11% | 2% | -8% | 0%
CCOc1ccc(C(=O)OCc2cc(=O)n3nc(C(C)C)sc3n2)cc1 | 0% | -8% | -4% | 3% | 2% | -5% | -1%
CCOc1ccc(CC(=O)Nc2c(C(=O)c3ccccc3)oc3ccc(OC)cc23)cc1OCC | 9% | -3% | 0% | 3% | 24% | -1% | 0%

In the list so far, these have an aryl thioether with sulfur outside any ring:
SMILES | GALK inh | FH mod | PTAP-TSG101 blk | p53null 32C kill | NTMT1 inhibitor | p53null 39C kill | B2AR arrestin ag
COc1ccc(NC(=O)CSc2oc(-c3ccco3)nc2S(=O)(=O)c2ccc(Br)cc2)c(OC)c1 | -2% | ? | 14% | 16% | -16% | 5% | 0%
Cc1ccc(C(C)C)c(OCCSc2nc(-c3ccccc3F)nc3cc(=O)[nH]n23)c1 | 0% | ? | 1% | -8% | 4% | -3% | 0%
CC(C)CSc1oc(-c2ccco2)nc1S(=O)(=O)c1ccc(Br)cc1 | 4% | -25% | 14% | 14% | -10% | 35%[activator] | -1%
COc1cccc(Cn2nc(SC)c(S(=O)(=O)c3ccccc3)c2N(C(C)=O)C(C)=O)c1 | -4% | ? | 0% | 11% | 2% | -8% | 0%

Later entries.
SMILES | GALK inh | FH mod | PTAP-TSG101 blk | p53null 32C kill | NTMT1 inhibitor | p53null 39C kill | B2AR arrestin ag
Cc1ccc(CNC(=O)CN2C(=O)C3CCCCN3c3ccc(C(=O)N(C)C)cc32)cc1 (configuration not stated) | -3% | -3% | -6% | 5% | ? | ? | 2%
CCn1c(CNC(=O)C23CC4CC(CC(C4)C2)C3)nnc1SCC(=O)Nc1ccc(OC)cc1 | 8% | -19% | -4% | -10% | -17% | -25% | 1%
COc1cccc(NC(=O)CSc2nc3ccc(NC(=O)c4cccs4)cc3s2)c1 | -6% | -15% | 5% | 5% | 9% | ? | -3%
COc1cccc(NC(=O)C2CCCN(c3nnc(-n4c(C)ccc4C)s3)C2)c1 (configuration not stated) | ? | -26% | 3% | 3% | -9% | -11% | -1%
Cc1nn(-c2ccccc2)c2c1N(CC(=O)N1CCN(c3ccc(F)cc3)CC1)C(=O)CS2 | 2% | -23% | 1% | 13% | 9% | -13% | 1%
CCC(=O)N1CCCc2cc(S(=O)(=O)N3CCC(C(=O)NC4CCCCC4)CC3)ccc21 | -2% | -16% | 0% | 5% | 12% | -8% | -1%
CC1CCc2c(sc(NC(=O)CCCOc3ccccc3)c2C(N)=O)C1 (configuration not stated) | 3% | -7% | 1% | 1% | -4% | 18% | 1%
CCOC(=O)c1c(Nc2cccc(O)c2)nnc(-c2ccccc2)c1-c1ccccc1 | 3% | ? | -6% | 15% | -6% | ? | 1%
CCOC(=O)c1sc2ccccc2c1S(=O)(=O)N1CCN(c2ccccc2F)CC1 | 5% | -16% | 0% | -11% | -5% | -8% | 1%

Some of the entries so far, with values under each structure:
Order of results: GALK inh | FH mod | PTAP-TSG101 blk | p53null 32C kill | NTMT1 inhibitor | p53null 39C kill | B2AR arrestin ag
> COc1cccc(NC(=O)C2CCCN(c3nnc(-n4c(C)ccc4C)s3)C2)c1 (configuration not stated)
    ? | -26% | 3% | 3% | -9% | -11% | -1%
> Cc1nn(-c2ccccc2)c2c1N(CC(=O)N1CCN(c3ccc(F)cc3)CC1)C(=O)CS2
    2% | -23% | 1% | 13% | 9% | -13% | 1%
> CCn1c(CNC(=O)C23CC4CC(CC(C4)C2)C3)nnc1SCC(=O)Nc1ccc(OC)cc1
    8% | -19% | -4% | -10% | -17% | -25% | 1%
